Source: PubChem BioAssay (several laboratories)
MT stabilize HCS – stabilizes microtubules in HeLa cells; AID 2205; % tubulin-high responders, % at 10 µM; HeLa tubulin immunostaining HCS, 24 h; share of cells brighter than vehicle mean+2SD; hit rate 0.83% among 200,000;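 active = plate Z-score above 3 for both tubulin-high and condensed-nucleus cell shares, with cell loss under 80%, at 10 µM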;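 also: anti alpha tubulin signal scored within the nucleus-defined area of each cell; some results filed as inactive read as strong as hits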
bCat nuc transl – alters nuclear translocation of beta-catenin in HeLa cells | immunofluorescence imaging | nuclear translocation activity, % at 5 µM | hit rate 0.3% among 190,000 | AID 1665;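 active = nuclear translocation activity above 50% at 5 µM, with a well cell count of 50 or more; inconclusive = wells under 50 cells across six images, flagged as toxic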;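 also: per-cell ratio of nuclear to cytoplasmic median beta-catenin stain intensity; plate controls were DMSO negative control for no effect and GSK-3 inhibitor IX positive control for full effect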
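assay system = human HeLa cells, endogenous beta-catenin | times = compound treatment 24 h, 37°C, 5% CO2 | detection = Anti-beta-catenin immunofluorescence on PFA-fixed, Triton-permeabilized cells, DAPI nuclei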
M17LAP inhibition – P. falciparum M17LAP inhibitors, primary screen, biochemical, fluorogenic H-Leu-NHMec substrate, 1536-well (AID 1619). hit rate 0.38% among 220,000. one-dose inhibition, % at 30 µM; IC50 in µM for titrated hits. recombinant M17LAP, H-Leu-NHMec fluorogenic kinetic assay; higher % means a stronger effect;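 active = compound inhibiting the enzyme by more than half at any dose during confirmatory dose-response retesting; inconclusive = strong single-dose inhibitors picked by rank but not retested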;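 also: plate controls were full reaction with DMSO carrier for no effect and no enzyme background for full effect; strong numbers were not always called active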
Yfh1-off respiration – enhancers of respiration in Yfh1-depleted yeast, dose response, Friedreich's ataxia, plus single-dose screen (AID 1465); S. cerevisiae Yfh1-off respiration, WST-1 reduction, 72 h; higher fold induction means a stronger effect; one-dose fold induction at 50 µM; EC50 in µM for titrated hits; hit rate 0.074% among 220,000;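 active = fold induction of absorbance versus untreated yeast above a set limit, then at least 30% activation at any dose in follow-up; inconclusive = repeats straddling the limit, or above it without dose testing; inactive = fold induction below the set limit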;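 also: activators that raise dye reduction in frataxin-depleted yeast; strong numbers were not always called active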
WT yeast gro inh – growth inhibition of WT yeast, mitochondrial fusion screen. mitochondrial fusion phenotypic screen, WT strain. inhibition, % at 10 µM. hit rate 2.1% among 190,000; in the data active = inhibition above about 58%; tested in S. cerevisiae
M1AAP inhibition – malaria alanyl aminopeptidase activity blockers – biochemical, fluorogenic H-Leu-NHMec substrate, 1536-well (AID 1445). recombinant M1AAP, H-Leu-NHMec fluorogenic kinetic assay; higher % means a stronger effect. inhibition, % at 30 µM; hits with a dose series show IC50 in µM. hit rate 0.42% among 220,000;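 active = primary inhibition above the hit cutoff, then over 50% inhibition at one or more dose response concentrations, cut at about 23% in these data, passing the limit was not always enough; inconclusive = conflicting primary data, or primary hits not chosen for dose response; inactive = low primary inhibition, or under 50% at every dose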;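 also: plate controls were DMSO full reaction for no effect and no enzyme background for full effect; strong numbers were not always called active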
T cell modulator – T cell immune modulators affecting CD8 T cell-vesicle binding; 2C CD8+ T cell-vesicle binding, flow cytometry; hits give low values; calls only at 7 µM; hit rate 0.068% among 330,000;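 active = response, share of CD8 T cells binding vesicles, and their 90th percentile fluorescence all below set limits, cut at about 80% in these data, passing the limit was not always enough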
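Read-out – percent CD8+ FL2 mean versus row control · System – murine 2C transgenic CD8+ T lymphocytes · Times – 1.5 h cell–vesicle binding at 37 °C, then 20 min icy labelling · Control set – naked vesicles low, QL9 vesicles with vehicle high · Detection – cytometric PE anti-B7-1 and Alexa647 anti-CD8 signals after 1% paraformaldehyde fixation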
Autophagy mod – autophagy modulation, high-content screen. MEF GFP-LC3 puncta imaging; test concentration mostly 10 µM. calls only at 10 µM (by protocol). hit rate 0.98% among 190,000;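 active = percentage of spot-positive cells more than 3 SD above its plate mean, without a fluorescence outlier flag or 80% toxicity; inconclusive = no clear call, values can overlap the other calls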;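 also: spot-positive cell cutoff set from DMSO-treated cells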
Dynein cargo inh – blocks dynein driven cargo transport along microtubules | hit rate 0.47% among 220,000 | z-score, hits read low | 3617.4 mouse cells, GR-EGFP nuclear translocation imaging; test concentration mostly 20 µM; stimulated with dexamethasone, 1 µM; hits give low values;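 active = plate z-score of nuclear minus cytoplasmic receptor signal below a set negative limit, without overly bright fluorescence or cell loss, cut at about -3.5 in these data, passing the limit was not always enough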;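 also: z-score of nuclear minus cytoplasmic ring GR-EGFP intensity difference per well; some compounds called inactive have numbers as strong as hits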
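Schedule: 48 h induction, then 1 h compound, then 30 min agonist, 37 °C. Buffer or medium: tetracycline-free induction medium containing charcoal-stripped FBS. Reagent: 1.0 µM final dexamethasone stimulus. Evaluation: nuclear versus cytoplasmic GR-EGFP signal, averaged per well. Signal: high-content fluorescence imaging after fixation.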
WT yeast gro inh mutant strain – also measured in WT yeast gro inh; calls as there; inhibition, %; mitochondrial fusion phenotypic screen, mutant strain inhibition
Dynein cargo inh cytoplasmic EGFP – further read-out of Dynein cargo inh, marked with its call; z-score; measured here: cytoplasmic GR-EGFP intensity; hits give high values
Dynein cargo inh nuclear GR-EGFP – recorded beside Dynein cargo inh, whose call it bears; z-score; measured here: nuclear GR-EGFP intensity;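 lower value marks the stronger effect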
Dynein cargo inh cell count – further read-out of Dynein cargo inh, marked with its call; z-score; measured here: cell count per field
bCat nuc transl cell count 5 µM – further read-out of bCat nuc transl, marked with its call; cell count; measured here: cell count, cytotoxicity flag
T cell modulator vesicle-bound % – second read-out of T cell modulator, no call of its own (marks repeat the call); double positive events, %; measured here: CD8+ vesicle-bound cell fraction;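 binding gate set so that unloaded-vesicle control wells show 10% double positive cells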
MT stabilize HCS Hoechst-high % – recorded beside MT stabilize HCS, whose call it bears; % Hoechst-high responders; measured here: nuclear condensation Hoechst responders;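 share of cells brighter than vehicle mean plus two SD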
MT stabilize HCS cytotoxicity % – recorded beside MT stabilize HCS, whose call it bears; toxicity, %; measured here: cytotoxicity by cell density;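 0% = mean cell density of plate MIN control wells and 100% = no cells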
Autophagy mod cell loss 18 h – recorded beside Autophagy mod, whose call it bears; toxicity, %; measured here: cell loss, nuclei count;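 cell loss after 18 h compound exposure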
* = called active by the depositor; i = inactive; ? = inconclusive; . = no result given. Outcome played no part in choosing rows. Share with any hit: about 4.4%.

Codes: A = MT stabilize HCS; B = MT stabilize HCS Hoechst-high %; C = MT stabilize HCS cytotoxicity %; D = bCat nuc transl; E = bCat nuc transl cell count 5 µM; F = M17LAP inhibition; G = Yfh1-off respiration; H = WT yeast gro inh; I = WT yeast gro inh mutant strain; J = M1AAP inhibition; K = T cell modulator; L = T cell modulator vesicle-bound %; M = Autophagy mod; N = Autophagy mod cell loss 18 h; O = Dynein cargo inh; P = Dynein cargo inh cytoplasmic EGFP; Q = Dynein cargo inh nuclear GR-EGFP; R = Dynein cargo inh cell count
SMILES: COc1cc(NC(=O)Cn2nnc(-c3ccncc3)n2)cc(OC)c1
  A: 1.9 | B: 1.7 | C: 3.0 | D: -8.0 | E: 919 | F: -3% | G: i | H: -2 | I: 0 | J: 10% | K: i | L: 49 | M: i | N: -3 | O: 0.17 | P: -0.23 | Q: -0.078 | R: -0.058

SMILES: NC(=S)N=Nc1c(O)[nH]c2cc(F)c(F)cc12
  A: 5.8 | B: 1.8 | C: 2.2 | D: -2.2 | E: 1008 | F: 26% | G: i | H: 2 | I: 5 | J: ? | K: i | L: 32 | M: i | N: 14 | O: 1.2 | P: -0.16 | Q: 0.67 | R: -0.33

SMILES: O=C(Nc1cc(S(=O)(=O)N2CCOCC2)ccc1N1CCOCC1)c1cn2ccccc2n1
  A: 2.7 | B: 3.1 | C: 7.4 | D: 9.1 | E: 773 | F: 2% | G: i | H: -14 | I: 2 | J: 0% | K: i | L: 54 | M: i | N: -4 | O: -0.32 | P: -0.33 | Q: 0.14 | R: 0.36

SMILES: O=C(CCc1nnc(Cc2cccc(C(F)(F)F)c2)o1)NC1CC1
  A: 2.0 | B: 1.6 | C: 9.0 | D: -1.5 | E: 1093 | F: 14% | G: i | H: 5 | I: -8 | J: 2% | K: i | L: 8 | M: i | N: 8 | O: -1.1 | P: -0.32 | Q: -0.61 | R: 0.47

SMILES: COc1cc(C(=O)Oc2ccccc2/C=N/NC(=O)c2ccc(Cl)cc2)cc(OC)c1OC
  A: 2.2 | B: 1.1 | C: 3.4 | D: -4.3 | E: 573 | F: 3% | G: i | H: 3 | I: -7 | J: 2% | K: i | L: 18 | M: i | N: 15 | O: -0.78 | P: -0.22 | Q: -0.84 | R: 0.52

SMILES: Cc1cccc(C)c1NC(=O)CSc1nnc(C)c(=O)[nH]1
  A: 1.5 | B: 1.2 | C: 3.7 | D: 0.2 | E: 1127 | F: 15% | G: i | H: -12 | I: -5 | J: 2% | K: i | L: 55 | M: i | N: -3 | O: -0.73 | P: -0.29 | Q: -0.5 | R: 1.1

SMILES: CC(=O)Nc1ccccc1Oc1ccccc1
  A: 2.7 | B: 1.6 | C: 1.8 | D: 0.3 | E: 932 | F: -4% | G: i | H: 6 | I: 6 | J: -4% | K: i | L: 45 | M: i | N: -19 | O: 0.32 | P: 0.035 | Q: 0.31 | R: 0.14

SMILES: Cc1cccc(NC(=O)CN2C(=O)CSC2=O)c1
  A: 1.8 | B: 1.8 | C: 5.6 | D: 0.5 | E: 1490 | F: 21% | G: i | H: -12 | I: 6 | J: -2% | K: i | L: 10 | M: i | N: -12 | O: 0.063 | P: 0.44 | Q: 0.029 | R: -0.42

SMILES: CC(C)(C)NC(=O)NC(=O)CN1CCCCCCC1
  A: 7.3 | B: 2.1 | C: 5.8 | D: -0.9 | E: 1069 | F: -3% | G: i | H: -21 | I: 5 | J: 5% | K: i | L: 14 | M: i | N: 0 | O: 0.066 | P: -0.38 | Q: 0.26 | R: 0.55

SMILES: CCOc1ccc(CCNC(=O)C2CCN(c3nn4c(=O)cc(C)nc4s3)CC2)cc1
  A: 3.4 | B: 1.8 | C: 8.0 | D: -3.9 | E: 1202 | F: -5% | G: i | H: -8 | I: 0 | J: 13% | K: i | L: 12 | M: i | N: 6 | O: -0.0089 | P: -0.12 | Q: 0.8 | R: -0.15

SMILES: CC1CCN(C(=O)C2CCC(CNS(=O)(=O)c3cccc4cccnc34)CC2)CC1 (stereo unspecified)
  A: 8.3 | B: 2.3 | C: 3.1 | D: . | E: . | F: 2% | G: . | H: -13 | I: -12 | J: 6% | K: i | L: 44 | M: i | N: 12 | O: 2.2 | P: 0.21 | Q: 1.6 | R: -1.3

SMILES: c1ccc(CNc2ncnc3c2ncn3C2CCCCO2)cc1 (stereo unspecified)
  A: 2.8 | B: 2.8 | C: 6.9 | D: 0.4 | E: 1175 | F: 14% | G: i | H: 7 | I: -20 | J: 17% | K: i | L: 10 | M: i | N: -10 | O: 0.72 | P: -0.24 | Q: 0.8 | R: 0.6

SMILES: CCCCC(=O)OCCNC(=O)c1cc2ccccc2oc1=O
  A: 4.6 | B: 1.9 | C: 9.6 | D: -4.2 | E: 1175 | F: 19% | G: i | H: 0 | I: -1 | J: 6% | K: i | L: 30 | M: i | N: -9 | O: -0.3 | P: -0.22 | Q: 0.039 | R: 0.32

SMILES: CC(Sc1nc2cc([N+](=O)[O-])ccc2n1-c1cccc(C(F)(F)F)c1)C(=O)NC(N)=O (stereo unspecified)
  A: 2.6 | B: 1.5 | C: 12 | D: 1.4 | E: 524 | F: -2% | G: i | H: -11 | I: 2 | J: 2% | K: i | L: 20 | M: i | N: 4 | O: 0.38 | P: -0.22 | Q: 0.26 | R: 0.85

SMILES: CSc1ccc(CN2CCN(Cc3ccccc3)C(CCO)C2)cc1 (stereo unspecified)
  A: 3.0 | B: 1.7 | C: 9.9 | D: -2.2 | E: 930 | F: -4% | G: i | H: -2 | I: -4 | J: 2% | K: i | L: 6 | M: i | N: 9 | O: -0.59 | P: -0.32 | Q: -0.49 | R: 0.85

SMILES: O=C(N/N=C/c1ccco1)c1cccc(N2CCCC2=O)c1
  A: 4.4 | B: 1.4 | C: 2.2 | D: 0.9 | E: 1150 | F: 10% | G: i | H: 4 | I: -4 | J: 2% | K: i | L: 53 | M: i | N: 10 | O: 0.11 | P: -0.21 | Q: 0.11 | R: 0.48

SMILES: COc1ccc(S(=O)(=O)NCCSCc2ccccc2C)cc1Br
  A: 2.5 | B: 1.6 | C: 4.6 | D: 0.8 | E: 1325 | F: -10% | G: i | H: 11 | I: -6 | J: 8% | K: i | L: 46 | M: i | N: 1 | O: 0.62 | P: -0.19 | Q: 0.14 | R: -0.024

SMILES: Cc1nn(C(C)CC(=O)O)c(C)c1Br (stereo unspecified)
  A: 1.4 | B: 1.5 | C: 7.9 | D: . | E: . | F: 1% | G: i | H: -3 | I: -8 | J: 5% | K: i | L: 43 | M: i | N: 1 | O: -0.76 | P: -0.35 | Q: -0.16 | R: 1.1

SMILES: CN(C)S(=O)(=O)c1cc(NC(=O)COC(=O)Cc2ccc(Cl)cc2Cl)ccc1Cl
  A: 2.2 | B: 1.6 | C: 3.0 | D: -0.2 | E: 956 | F: 14% | G: i | H: 34 | I: 9 | J: 1% | K: i | L: 57 | M: i | N: 5 | O: 1.2 | P: -0.25 | Q: 0.21 | R: -0.67

SMILES: COc1ccccc1N(C(=O)CCl)c1cn(C(C)=O)c2ccccc12
  A: . | B: . | C: . | D: 1.1 | E: 1305 | F: 11% | G: i | H: . | I: . | J: 6% | K: i | L: 50 | M: . | N: . | O: -3.4 | P: 0.68 | Q: -1.6 | R: -0.36

SMILES: CN(C)N=Nc1nc2c(c(=O)n(C)c(=O)n2C)n1C
  A: . | B: . | C: . | D: -2.9 | E: 1090 | F: 21% | G: i | H: . | I: . | J: 5% | K: i | L: 26 | M: . | N: . | O: 0.33 | P: -0.14 | Q: 0.093 | R: 0.34

SMILES: COc1ccccc1C(=O)Nc1ccc(Oc2ncnc3sc(-c4ccccc4)cc23)cc1
  A: 12 | B: 32 | C: 5.7 | D: -1.9 | E: 989 | F: -6% | G: i | H: 8 | I: 21 | J: 1% | K: i | L: 48 | M: i | N: 3 | O: 0.61 | P: 0.57 | Q: 0.79 | R: -0.94

SMILES: NC(=O)c1nn(-c2ccc(Oc3ccccc3)cc2)c(=O)cc1O
  A: 3.5 | B: 3.0 | C: 4.2 | D: -1.1 | E: 1068 | F: -3% | G: i | H: -7 | I: 5 | J: 6% | K: i | L: 64 | M: i | N: 4 | O: 0.2 | P: -0.3 | Q: 0.11 | R: -0.29

SMILES: CCSc1nc2c(c(=O)[nH]1)C(c1cccs1)C(C(=O)OC)=C(C)N2 (stereo unspecified)
  A: 3.4 | B: 3.9 | C: 4.8 | D: -0.4 | E: 591 | F: 8% | G: . | H: 4 | I: -13 | J: -3% | K: i | L: 44 | M: i | N: -4 | O: -0.17 | P: -0.28 | Q: 0.78 | R: 0.1

Some entries already given, limited to Dynein cargo inh, MT stabilize HCS and Dynein cargo inh cell count.
compound | Dynein cargo inh | MT stabilize HCS | Dynein cargo inh cell count
c1ccc(CNc2ncnc3c2ncn3C2CCCCO2)cc1 (stereo unspecified) | 0.72 | 2.8 | 0.6
CN(C)N=Nc1nc2c(c(=O)n(C)c(=O)n2C)n1C | 0.33 | . | 0.34
O=C(N/N=C/c1ccco1)c1cccc(N2CCCC2=O)c1 | 0.11 | 4.4 | 0.48
